# SIAE primary = inhibitors of human sialic acid acetylesterase SIAE; Q9HAT2; SIAE FP-Rh probe binding, fluorescence polarization; inhibition, % at 9.66 µM; 370,000 compounds, 0.69% hits; AID 1053197;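 active means inhibition above a cutoff: mean of compounds within the control limits plus 3 SD of those, cut at about 17% in these data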;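 further: 0% = plate median of compound wells and 100% = probe without SIAE protein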
# Target sequence (Q9HAT2 whole entry, looked up): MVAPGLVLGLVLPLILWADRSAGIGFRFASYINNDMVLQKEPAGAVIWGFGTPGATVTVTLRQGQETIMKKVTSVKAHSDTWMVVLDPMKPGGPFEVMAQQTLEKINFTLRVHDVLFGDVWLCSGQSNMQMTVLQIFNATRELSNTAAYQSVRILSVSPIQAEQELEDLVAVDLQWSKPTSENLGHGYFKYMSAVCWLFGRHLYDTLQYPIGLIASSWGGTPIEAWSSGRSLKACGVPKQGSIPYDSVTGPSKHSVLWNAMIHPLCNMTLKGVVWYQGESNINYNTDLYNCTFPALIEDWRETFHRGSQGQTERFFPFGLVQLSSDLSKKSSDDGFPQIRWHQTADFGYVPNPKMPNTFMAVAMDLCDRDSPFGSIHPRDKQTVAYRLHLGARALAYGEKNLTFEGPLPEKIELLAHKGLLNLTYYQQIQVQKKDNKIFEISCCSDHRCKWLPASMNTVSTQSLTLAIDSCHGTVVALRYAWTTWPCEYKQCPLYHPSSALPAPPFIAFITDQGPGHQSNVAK
# DDE Tn7 FP inh = disrupts Tn7 cyclic peptide binding to fibrin D-Dimer-E complex; FP displacement of FITC-Tn7 peptide from fibrin DD(E); 0% = median of compound wells per plate; 370,000 compounds, 0.13% hits; inhibition, % at 8.3 µM;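 active means inhibition above the mean of compounds falling within the control limits plus 3 SD of them, cut at about 14% in these data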;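 further: 0% = plate median of compound wells and 100% = 10 µM Aha-Tn7 peptide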
# Target sequence (P02675 whole entry, looked up): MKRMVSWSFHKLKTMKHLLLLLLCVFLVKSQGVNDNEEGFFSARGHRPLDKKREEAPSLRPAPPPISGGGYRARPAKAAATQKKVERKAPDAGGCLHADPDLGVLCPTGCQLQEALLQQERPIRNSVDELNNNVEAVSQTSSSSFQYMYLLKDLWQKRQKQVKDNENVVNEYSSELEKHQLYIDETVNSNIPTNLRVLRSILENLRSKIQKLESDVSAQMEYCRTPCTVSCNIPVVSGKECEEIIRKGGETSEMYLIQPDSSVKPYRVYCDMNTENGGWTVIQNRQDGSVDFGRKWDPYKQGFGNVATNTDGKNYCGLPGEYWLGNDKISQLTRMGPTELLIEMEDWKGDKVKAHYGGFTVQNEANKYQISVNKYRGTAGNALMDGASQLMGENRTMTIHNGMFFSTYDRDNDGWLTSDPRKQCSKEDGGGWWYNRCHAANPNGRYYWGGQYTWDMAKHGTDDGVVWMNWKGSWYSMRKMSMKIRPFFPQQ
#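 System: human fibrin DD(E); quantity: Fibrin-DD(E) at 2 µM final; also added: fluorescent Tn7 probe at 0.1 µM; compound dosing: single nominal test concentration of 8.3 µM per compound; schedule: 10 min preincubation, 3 h with tracer, room temperature; detection: fluorescence polarization of the labelled Tn7 tracer; repeats: one replicate per compound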
# PRMT1 inh = blocks human protein arginine methyltransferase 1; inhibition, % at 2.79 µM; AID 652257; 370,000 compounds, 1.3% hits; recombinant PRMT1, activity-based probe fluorescence polarization; Q99873;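 active means inhibition above about 21% made by adding two undisclosed values, limit read from the data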
# MBD2 DNA inh = MBD2-methylated oligo binding inhibition; Q9UBB5; TR-FRET, MBD2 binding to methylated oligonucleotide; inhibition, % at 4.4 µM; 370,000 compounds, 0.31% hits; in the data active means inhibition above about 13%
# LEDGF integ inh = blocks HIV-1 LEDGF/p75-dependent DNA integration; TR-FRET IN-LEDGF/p75 DNA integration, Eu/Cy5; inhibition, % at 3.7 µM; 370,000 compounds, 0.64% hits;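 active means inhibition above the screen-wide mean plus 3 SD, cut at about 13% in these data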;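 further: signal is the Cy5 over europium emission ratio at 671 and 618 nm; 0% = plate median of compound wells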
# Tn6 DDE FP = inhibitors of Tn6 peptide binding to human fibrin DD(E). P02675. Fibrin DD(E) TRITC-Tn6 fluorescence polarization displacement. inhibition, % at 8.3 µM. 370,000 compounds, 0.21% hits. AID 720509;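 active means inhibition above a per-campaign cutoff: mean of compounds within control limits plus 3 SD, cut at about 15% in these data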;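 further: 0% = median of all compound wells on the plate and 100% = blocking peptide control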
# proKLK7 act = activators of human kallikrein-7 zymogen; purified proKLK7, EDANS-DABCYL substrate fluorescence; 100% is mature enzyme control, 0% vehicle; 370,000 compounds, 0.9% hits; AID 652039; activation, % at 7 µM; P49862;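 active means activation above the mean of all tested compounds plus 3 SD, computed per campaign excluding outliers beyond control limits, cut at about 13% in these data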
# UHRF1 MBD2 ctr = UHRF1 methyl-DNA binding inhibition; Q96T88; UHRF1 binding to methylated oligo, TR-FRET; inhibition, % at 4.4 µM; 370,000 compounds, 0.75% hits; in the data active means inhibition above about 21%;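 further: UHRF1 SRA domain binding a hemimethylated CpG hairpin DNA probe; 0% = median of test compound wells and 100% = reference inhibitor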
# TDP2 absorb = TDP2 (human) inhibition, absorbance primary screen | recombinant TDP2, T5PNP hydrolysis, p-nitrophenol absorbance 415 nm | inhibition, % at 12.8 µM | 370,000 compounds, 0.34% hits | AID 720702;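 active means inhibition above the mean of all tested compounds plus 3 SD, set per campaign, cut at about 25% in these data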;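 further: 0% = DMSO with enzyme and 100% = buffer with substrate but no TDP2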
#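 Assay system: Recombinant human TDP2 | Quantity: 120 nM TDP2 per well | Incubation: 2 h at 37 °C | Signal: Epi absorbance | Evaluation: Percent inhibition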
# TCR CD3 inh = inhibitors of human TCR-CD3 interaction; TAMRA-labeled TCR probe fluorescence, biochemical; inhibition, % at 9.4 µM; 360,000 compounds, 0.37% hits; in the data active means inhibition above about 19%;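 further: recombinant mutant TCR 2C K166C tagged with TAMRA read by polarization; 0% = receptor in buffer alone and 100% = receptor with positive control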
# * marks the source's active call; other numbers are inactive results; . = not tested or not shown. Outcome played no part in choosing rows; about 4.6% have a hit in one of these screens.
SMILES,SIAE primary,DDE Tn7 FP inh,PRMT1 inh,MBD2 DNA inh,LEDGF integ inh,Tn6 DDE FP,proKLK7 act,UHRF1 MBD2 ctr,TDP2 absorb,TCR CD3 inh
Fc1cc(F)c2nc(N3CCCC3)sc2c1,-2,0,-2,2,3,-3,-0.1,-1,-5,10
Cc1ccccc1N1CC(C(=O)Nc2ccc3c(c2)OCO3)CC1=O (stereo not drawn),5,1,2,3,1,-1,0.3,0,0,2
CCc1ccc(NC2=CC(=O)C(=O)c3ccccc32)cc1,7,-9,-2,-11,11,1,-1.7,-10,24,6
COc1ccc(C(=O)OCC(=O)N2C(C)CCCC2C)cc1[N+](=O)[O-] (stereo not drawn),-7,0,8,7,6,-12,0.2,10,-5,-3
CCOc1ccc(OCCC(=O)OCC(=O)NCc2ccccc2)cc1,0,12,-5,-1,1,-3,-0.3,-1,-15,13
CCCCNc1ccc(S(=O)(=O)c2cccc([N+](=O)[O-])c2)cc1[N+](=O)[O-],-2,5,-3,-3,-3,5,0.3,-1,5,10
N#CC1CCN(c2nc(-c3ccc(Br)cc3)cs2)CC1,-4,2,-1,1,0,-2,.,10,-1,.
O=C(NCC1CCCO1)c1cc2nc(-c3ccco3)cc(C(F)(F)Cl)n2n1 (stereo not drawn),9,-1,10,5,-2,-6,0.7,20,-4,-5
COc1ccccc1C(=O)NC(=O)Nc1c(C)cc(C)cc1C,0,4,3,5,2,9,0.3,2,-1,1
CCCCNc1c(-c2ccc(SC(C)CC)c(OC)c2)nc2ccc(C)cn12 (stereo not drawn),9,2,2,0,2,0,-75,-3,-3,3
COc1ccc(N2CC(NS(=O)(=O)c3cccs3)CC2=O)cc1 (stereo not drawn),7,3,2,-5,1,8,-0.2,-1,8,-4
COc1ccccc1N1CCN(C(=O)/C=C/c2cccs2)CC1,3,-1,-4,-4,2,-7,1.0,0,-4,10
COc1ccc(S(=O)(=O)N2CCOCC2)cc1NC(=O)CSc1ccc(F)cc1,-4,3,-2,0,2,-8,-0.2,-2,1,7
CC(C)(C)n1ncc2c(=O)n(CC(=O)c3ccc(Cl)cc3)cnc21,-6,-3,-4,-7,-7,-3,0.7,-5,-7,4
CN(c1ccccc1)S(=O)(=O)c1cccc(NC(=O)c2ccc(Cl)c([N+](=O)[O-])c2)c1,-60,-2,-3,3,5,-21,-0.4,15,0,13
CCc1c(SCCC(=O)O)nc2ccccc2c1C,0,2,0,-4,-4,-5,-0.2,0,10,-1
COCCN1CCN(C(=O)c2cc(COc3ccc(F)cc3Cl)on2)CC1,14,1,-1,2,2,4,-0.3,-2,5,-3
CCOC(=O)C(NC(C)=O)(Nc1ccc(S(=O)(=O)Nc2onc(C)c2C)cc1)C(F)(F)F (stereo not drawn),-1,1,1,-3,1,-5,-0.5,-2,5,-2
COC(CNC(=O)c1ccc2c(c1)nc(C)n2-c1cc(C)cc(C)c1)OC,3,4,2,-4,-2,-6,0.6,5,-28,-8
CCC1CCC2(CC1)NC(=O)N(CC(=O)Nc1ccc(OC)c(Cl)c1)C2=O (stereo not drawn),3,-4,0,-1,3,0,0.1,-1,-11,1
O=C(N/N=C/c1ccc(O)c(O)c1)c1cccc(S(=O)(=O)N2CCCC2)c1,10,-5,3,4,-6,-1,-0.1,1,-5,11
O=c1cc(O)c2sc(Nc3ccc(F)cc3)nc2[nH]1,4,8,7,-6,-1,8,-0.5,-6,5,-1
CC1(C)Cc2c(c(N3CCOCC3)nc3sc4c(NCCN5CCOCC5)nnnc4c23)CS1,-6,-4,-5,-4,1,2,0.3,-3,12,5
C=CCOC(=O)C1=C[C@@H](c2ccccc2)[C@H](CCCO)[C@@H](OCC)O1,-8,-1,-1,0,0,-8,-0.1,4,-8,3
O=C(Nc1cccc(Br)c1)c1ccc2c(c1)SC1=NS(=O)(=O)CCN12,-7,2,2,-4,-1,8,0.2,-9,-2,2
O=C(NCc1ccccc1)C1C(=O)Nc2ccccc2C(=O)N1C1CCCC1 (stereo not drawn),5,-5,1,2,-3,-5,0.7,3,6,-4
COc1ccc(CCNC(=O)Cc2cccs2)cc1OC,-4,2,1,-4,22*,5,0.1,1,0,1
Cc1ccsc1C(=O)OCC(=O)Nc1ccc(Cl)cc1C(F)(F)F,-1,3,-2,2,-2,3,-0.2,0,-6,0
CC12CCC(=O)N1C(C(=O)Nc1cccc3ccccc13)CS2 (stereo not drawn),11,-2,1,-7,0,1,0.8,2,2,-7
Cc1ccccc1-c1cc2c(c3c1ccn3C)C1CCC2C1 (stereo not drawn),0,3,1,-1,-5,6,-0.3,1,1,1
Cc1noc(C)c1-c1ccc(C(=O)NCC2CC2)c2occc12,-5,-8,0,0,0,7,0.5,-1,2,1
Cc1cc(C)cc(N(CC(=O)NCc2ccco2)C(=O)CCC(=O)Nc2nccs2)c1,8,1,1,-1,0,3,0.4,0,2,5
O=C(Cn1nnc(-c2cccs2)n1)NCCc1ccccc1,-10,-4,-1,1,0,7,0.1,-2,-8,5
Cc1ccsc1C(=O)OCC(=O)Nc1c(Cl)cccc1C(F)(F)F,-5,4,1,1,-6,-6,-0.4,-1,-2,-2
COc1ccccc1N1CCN(c2ccc([N+](=O)[O-])cn2)CC1,6,0,3,-1,6,-2,-0.5,2,10,0
O=C(C1CC1)N(Cc1ccco1)c1nc(-c2ccccc2)cs1,3,3,-2,-4,2,3,0.5,2,-2,8
O=C(CCN1CCN(C(=O)c2ccccc2)CC1)c1ccc(Br)cc1,0,3,9,-2,1,0,-0.1,1,7,9
Cc1ccc(/C=C/C2=NN(Cc3ccccc3Cl)C(=O)CC2)cc1,-4,4,-1,4,5,0,-2.5,-2,1,0
Cc1ccn2c(NC(C)(C)C)c(-c3cccs3)nc2c1,3,7,-1,-5,-2,-4,-6.8,7,-4,3
Cc1ccccc1OCC(=O)NCC1CCCO1 (stereo not drawn),6,4,1,-3,-2,-3,-0.1,5,-5,-2

# Of the compounds above, 4 contain a furan ring, fused or not:
SMILES,SIAE primary,DDE Tn7 FP inh,PRMT1 inh,MBD2 DNA inh,LEDGF integ inh,Tn6 DDE FP,proKLK7 act,UHRF1 MBD2 ctr,TDP2 absorb,TCR CD3 inh
O=C(NCC1CCCO1)c1cc2nc(-c3ccco3)cc(C(F)(F)Cl)n2n1 (stereo not drawn),9,-1,10,5,-2,-6,0.7,20,-4,-5
Cc1noc(C)c1-c1ccc(C(=O)NCC2CC2)c2occc12,-5,-8,0,0,0,7,0.5,-1,2,1
Cc1cc(C)cc(N(CC(=O)NCc2ccco2)C(=O)CCC(=O)Nc2nccs2)c1,8,1,1,-1,0,3,0.4,0,2,5
O=C(C1CC1)N(Cc1ccco1)c1nc(-c2ccccc2)cs1,3,3,-2,-4,2,3,0.5,2,-2,8

# Other records:
SMILES,SIAE primary,DDE Tn7 FP inh,PRMT1 inh,MBD2 DNA inh,LEDGF integ inh,Tn6 DDE FP,proKLK7 act,UHRF1 MBD2 ctr,TDP2 absorb,TCR CD3 inh
CCC(C)NC(=O)CSC1=Nc2ccccc2C2=NC(CC(=O)NCc3ccccc3)C(=O)N12 (stereo not drawn),2,-4,-2,3,1,4,-0.9,0,8,4
CCOn1c(SCC)nc2ccccc2c1=O,9,-2,-2,-4,-1,-1,0.1,-1,-3,8
Cc1ccc(NCC(=O)N/N=C\C(Br)=C\c2ccccc2)cc1,3,5,2,0,-3,-4,-0.2,-1,-1,5
O=C(CCc1nc2ccccc2c(=O)[nH]1)NNC(=O)c1ccc(F)cc1,7,-8,-1,3,-2,2,0.0,0,0,0
Cc1noc(C)c1S(=O)(=O)NC(=O)C1(C)CCN1C(=O)C1(c2ccc(Cl)cc2)CC1 (stereo not drawn),-7,2,4,-3,1,-4,0.5,0,-2,0
CS(=O)(=O)c1nc(-c2ccc(F)cc2)cc(C(F)(F)F)n1,-4,1,11,0,-5,0,0.7,0,-12,-3
COc1ccc(-c2nc(C)sc2C)cc1,3,-7,0,1,-2,-1,-0.4,0,5,0
Cc1cccc(C(=O)N(Cc2nc3ccccc3c(=O)[nH]2)C2CCCCC2)c1,8,2,-1,5,7,-5,-0.3,17,-7,7
CC(=O)OCC=C1CCC2C3CCC4=CC(=O)CCC4(C)C3C(O)CC12C (stereo not drawn),-6,-2,7,5,-4,-8,-0.2,6,-8,-3
COc1ccc(C(C2C(=O)CC(C)(C)CC2=O)C2C(=O)CC(C)(C)CC2=O)cc1COCC(F)(F)F,2,0,4,1,2,-1,-0.3,13,4,-3
O=C(NCc1cccs1)C1CCCCC1,2,4,4,3,1,8,0.1,6,4,-1
Fc1cccc(F)c1/C=N/Nc1ccccn1,4,-8,2,1,-2,-13,-0.1,-1,1,-10
Cc1ccc2nc(NC(=S)NC(=O)c3ccc(OC(C)C)cc3)sc2c1,-7,2,2,3,-4,-3,-0.2,2,3,-9
c1ccc(COc2ccc(OCCN3CCCC3)cc2)cc1,9,-2,-4,-2,-1,-1,-0.1,-3,5,-1
O=C(COC(=O)/C=C/c1ccccc1Cl)NC1CCCCCC1,-3,-3,0,0,-4,2,0.4,9,10,-3
O=C(COc1ccccc1)NCCSCc1ccc(Cl)cc1,-20,-2,-1,1,0,8,-0.8,0,-2,7
C/C(=C/c1[nH]c(N)[n+](CC2CC2)c1Cc1ccccc1)Cn1[nH]c(=O)n(-c2ccccc2)c1=O,7,0,-4,1,0,2,0.7,-3,1,.
O=C(NC1CCCC1)C1c2ccccc2OCC(=O)N1Cc1ccc2c(c1)OCO2 (stereo not drawn),4,2,2,6,0,3,0.2,4,-7,-9
O=C(NNC(=O)C1CCN(S(=O)(=O)c2c(Cl)cccc2Cl)CC1)c1ccccc1O,6,4,1,4,-12,-1,-5.1,0,-2,31*
Cc1ccc(Cl)c(Cn2cnc3c(cnn3C(C)(C)C)c2=O)c1F,-1,1,0,4,1,6,0.1,2,-11,-6
COCCNC(=O)C1Nc2ccc(OC(F)(F)F)cc2C2C=CCC12 (stereo not drawn),13,-5,26*,-2,1,7,1.8,-8,7,3
Cc1ccc(NC(=O)c2ccc(COc3ccccc3[N+](=O)[O-])o2)nc1,-1,-5,-2,-6,2,4,-0.1,0,1,-2
COc1ccnc(Oc2ccc(F)cc2)c1C(=O)N/C=N/OCc1ccc(F)cc1Cl,-7,4,-1,1,-2,1,0.4,-1,5,7
CCOc1ncccc1C(=O)Nc1cccc(Cl)c1Cl,-7,5,2,4,-2,2,-0.7,2,3,-5
CCOC(=O)c1c(/N=C/C2C(=O)CCCC2=O)sc(C)c1C,11,10,8,-1,-1,1,0.0,-2,6,1
Cn1cnnc1SCC(=O)Nc1ccc(N2CCOCC2)cc1,-6,1,3,-3,4,1,-0.6,0,7,3
COc1cc(C2N(c3ccc(Cl)c(Cl)c3)C(=O)C3CCCN32)cc(OC)c1OC (stereo not drawn),-4,-1,2,0,0,-12,-0.7,0,-6,-5
CN1CCN(CCOCCOc2ccc(Br)cc2Cl)CC1,5,0,1,2,0,-5,-0.7,1,29*,-8

# Compound activity (PubChem)
